CF NFkB inh = inhibitors of cystic fibrosis induced NF-kB; KKLEB NF-kB-GFP reporter, PAF-induced, GFP fluorescence overnight; inhibition, % at 5 µM; 360,000 tested, 0.86% active; AID 588850;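 active means at least 50% inhibition at 5 µM, scaled per plate between neutral and stimulator controls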;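 further: PAF is a Pseudomonas aeruginosa culture filtrate used as stimulus; plate controls were PAF-stimulated DMSO wells for no effect and unstimulated DMSO wells for full effect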
TRAIL sens C8 = caspase-8 TRAIL sensitization; inhibition (viability loss, TRAIL sensitization), % at 10 µM; NB7+C8 cells + TRAIL, ATPlite viability luminescence; 360,000 tested, 1% active;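 active means compounds causing at least 50% loss of cell viability in the single-dose screen, relative to plate controls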
Shn3 3UTR inh = reduces Shn3 3'UTR luciferase signal in osteoblasts; Clone20 osteoblast Shn3 3'UTR firefly luciferase, 24 h; inhibition, % at 12.5 µM; 360,000 tested, 0.52% active;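 active means mean inhibition of at least 75% with every replicate also reaching 75%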;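 further: 0% = median of neutral control wells and 100% = pilot-screen positive control compound; some compounds past the cut are filed as inactive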
KKLEB cytotox = CF airway cell cytotoxicity counter-screen; KKLEB CF airway cells viability, ATPlite luminescence, overnight; hits give low values; cells stimulated with P. aeruginosa culture filtrate; activity change (cytotoxicity), % at 5 µM; 360,000 tested, 0.36% active; AID 602141;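 active means corrected activity change at or below -50% at 5 µM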
EBV LMP1 NFkB = Epstein-Barr LMP1 NF-kappaB reporter inhibition; inhibition, % at 12.5 µM; LMP1-induced NF-kappaB luciferase reporter cells, luminescence; 350,000 tested, 0.69% active; in the data active means inhibition above about 41%;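 further: 0% = neutral control wells and 100% = reference inhibitor control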
TRPM1 prom inh = inhibitors of MITF-driven TRPM1 promoter in melanoma cells | SK-MEL-5 TRPM1 promoter luciferase, 24 h | inhibition, % at 12.5 µM | 330,000 tested, 0.83% active;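 active means mean inhibition across replicates of 60% or more, whatever share of single replicates reaches that level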; further: values of inactives mirror those of a sister screen read the other way
NR2E3 ag-1 = NR2E3 (human) agonism; Q9Y5X4; GST-NR2E3/biotin-RetCOR TR-FRET, 1536-well; inhibition of corepressor binding, % at 4.78 µM; 320,000 tested, 0.12% active; AID 2300;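 active means percent inhibition above the cutoff of mean plus 3 SD of all tested compounds, set per screening campaign, cut at about 20% in these data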;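 further: 0% = DMSO wells and 100% = biotin wells as full block of FRET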
Target sequence (Q9Y5X4 whole entry, looked up): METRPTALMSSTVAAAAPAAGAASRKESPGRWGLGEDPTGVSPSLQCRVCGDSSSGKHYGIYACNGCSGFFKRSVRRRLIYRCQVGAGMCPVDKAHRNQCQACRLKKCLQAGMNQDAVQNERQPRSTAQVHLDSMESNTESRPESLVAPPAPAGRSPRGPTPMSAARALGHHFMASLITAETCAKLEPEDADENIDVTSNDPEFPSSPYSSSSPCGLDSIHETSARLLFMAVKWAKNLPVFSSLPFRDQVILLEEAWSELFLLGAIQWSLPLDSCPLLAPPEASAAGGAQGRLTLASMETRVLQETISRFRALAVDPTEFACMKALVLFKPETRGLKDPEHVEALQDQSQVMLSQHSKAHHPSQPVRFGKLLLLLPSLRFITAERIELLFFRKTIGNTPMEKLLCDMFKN
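Material: NR2E3–RetCOR corepressor complex / Amount: 1.35 nM GST-NR2E3 / Medium: Tris pH 7.5 / Compound: single nominal compound dose of 4.8 µM / Incubation: 5 h at 4 °C / Technique: TR-FRET, Eu(K)-anti-GST donor, streptavidin-D2 acceptor, ex 340, em 617/671 nm / Read-out basis: percent loss of FRET ratio relative to control wells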
iPSC survival up = hiPSC single-cell survival enhancement. 360,000 tested, 0.044% active. ATPlite luminescence; 100% = ROCK inhibitor wells, 0% = DMSO. survival enhancement, % at 20 µM. AID 602274; in the data active means survival enhancement above about 18%;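 further: cells exposed to compounds for 16 hours before the ATP read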
Peg3 promoter = reduces Peg3 promoter-driven luciferase expression in HeLa. HeLa PEG-Prom luciferase reporter, luminescence, overnight. inhibition, % at 20 µM. 360,000 tested, 1.7% active;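 active means inhibition of at least 50% at 20 µM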
HIF-2a block = HIF-2a inhibition. 786-0 RCC cells HIF-2a reporter, luciferase luminescence, overnight. inhibition, % at 18.8 µM. 360,000 tested, 0.72% active;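 active means inhibition of the luminescence signal of 40% or more relative to plate controls, in a single-dose primary screen at 18.75 µM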
NR2E3 ag-2 = activates human NR2E3 receptor. CHO-S Gal4-NCOR/VP16-NR2E3 two-hybrid, luciferase. inhibition of corepressor binding, % at 3.98 µM. AID 602229. 360,000 tested, 0.35% active. Q9Y5X4;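 active means inhibition above the mean of all tested compounds plus 3 SD, cut at about 70% in these data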;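 further: 0% = DMSO with NR2E3 transfected cells and 100% = cells lacking NR2E3 construct; higher means lower luciferase signal from less NR2E3 corepressor binding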
An asterisk follows results filed as active; . = not tested or not shown; & = joins results of further samples. The list is partial (hit frequency here may not be typical).

SMILES	CF NFkB inh	TRAIL sens C8	Shn3 3UTR inh	KKLEB cytotox	EBV LMP1 NFkB	TRPM1 prom inh	NR2E3 ag-1	iPSC survival up	Peg3 promoter	HIF-2a block	NR2E3 ag-2
O=C(C1CCCN1S(=O)(=O)c1cccc2cccnc12)N1CCN(c2ccccc2)CC1 (centres undefined)	-21	1	-1	12	1	5	1	0.9	-6	24	-5
COc1ccc(-c2nc3nc(C)c(Cc4ccccc4)c(=O)n3[nH]2)cc1	-22	17	-22	11	-6	-10	-1	-2.2	-64	-56	-55
Cc1cccc(NCc2ccccc2)c1	19	-9	-25	-3	-2	6	1	0.0	10	7	2
C=C(C)C(=O)N1CCN(C(=O)C(=C)C)c2ccccc21	-3	4	-16	-3	-3	-1	.	0.0	-4	16	-10
COc1ccccc1N1CCN(/N=C/c2ccc(O)cc2O)CC1	-5	15	-66	9	-28	-72	-1	0.2	-260	-237	-59
O=C1C(Cc2ccc(O)cc2)NC(=S)N1c1ccccc1 (centres undefined)	22	-3	-19	1	2	0	5	-0.1	-4	8	19
COc1ccc(CC(=O)N2CCCC(C)C2)cc1 (centres undefined)	0	-3	7	-5	-1	-15	2	-0.8	-15	-35	19
Cc1ccc(CCNC(=O)c2sc3nc4n(c(=O)c3c2C)CCC4)cc1	-13	9	-6	2	-5	5	2	0.0	-39	-30	2
Cc1ccc(C)n1-c1ccc(C(=O)/C=C/N(C)C)cc1	-7	5	-103	2	-76	-4	-3	-0.7	-54	-42	1
O=C(CSc1ccc(Cl)cc1)N1CCN(c2ccc(Cl)cc2[N+](=O)[O-])CC1	-4	7	23	-36	6	-9	1	0.4	15	-25	28
O=C(c1cnc(N2CCN(c3ncccn3)CC2)c2ccccc12)N1CCN(c2ncccn2)CC1	-4	-3	36	0	10	-5	0	-2.0	60*	7	3
CN(C)c1nc(OCCNC(=O)COc2ccccc2Cl)nc(N(C)C)n1	6	-5	-2	2	3	0	-3	2.7	-3	14	2
O=C(CSc1nnc(CNC(=O)c2ccco2)o1)Nc1ccccc1F	-21	-4	-12	-1	4	10	-2	-0.4	-9	16	7
COc1cccc(-c2cc3nc(-c4ccccc4)cc(N4CCCC(O)C4)n3n2)c1 (centres undefined)	4	0	3	-9	2	-11	4	-0.8	15	-5	-24
Cc1ccc(/C=C2/CNC/C(=C/c3ccc(C)cc3)C2=O)cc1	80*	10	-17	-63*	80*	91*	.	-2.2	105*	85*	65
Cc1ccc2[nH]cc(CCNC(=O)c3ccc([N+](=O)[O-])cc3)c2c1	6	7	-10	-16	0	-14	-3	0.2	-12	7	-4
CC(C)CN(C(=O)CCC1CCCCC1)c1c(N)n(CC(C)C)c(=O)[nH]c1=O	3	-12	10	-18	-3	4	.	-0.2	4	14	20
CC(=O)Nc1ccc2nc(-c3cccs3)[nH]c2c1	-2	24	-44	-2	-16	-21	4	-2.4	-204	-174	-30
CCN(CC)C(=O)c1ccc(COc2ccccc2Cl)o1	22	-6	6	-4	-8	-10	-5	-0.1	-86	-117	-40
Cc1ccc(OCC(=O)Nc2ccc(NC(=O)c3ccccc3)c(C)c2)cc1	-29	4	8	24	-12	-5	.	-0.3	-8	9	-9
CCOc1ccc(NS(=O)(=O)c2cc(OC)ccc2OC)cc1	-9	-7	-2	2	1	-3	1	-1.8	15	4	-1
CC(C)C(OC(=O)c1cc2occc2n1C)C(=O)NCc1ccc2c(c1)OCO2 (centres undefined)	4	-5	6	4	-9	13	1	0.6	9	-19	6
CCC(=O)NCCc1nc2cc(NC(=O)c3ccc(F)cc3)ccc2n1C	0	-3	-67	-2	-26	-86	-2	-0.4	-184	-168	-15
CCOc1cc(/C=C2\C(=O)N(c3nc(-c4ccc(Br)cc4)cs3)N=C2c2ccccc2)ccc1O	-2	25	-5	14	-11	-2	2	-2.8	51*	15	-6
O=C(/C=C/c1ccc(S(=O)(=O)N2CCOCC2)cc1)NCc1ccccc1Cl	-2	-2	6	0	0	2	0	-1.8	9	14	-24

An excerpt from above, limited to Peg3 promoter and EBV LMP1 NFkB.
Molecule | Peg3 promoter | EBV LMP1 NFkB
CCOc1cc(/C=C2\C(=O)N(c3nc(-c4ccc(Br)cc4)cs3)N=C2c2ccccc2)ccc1O | 51* | -11
C=C(C)C(=O)N1CCN(C(=O)C(=C)C)c2ccccc21 | -4 | -3
O=C(C1CCCN1S(=O)(=O)c1cccc2cccnc12)N1CCN(c2ccccc2)CC1 (centres undefined) | -6 | 1
Cc1ccc(CCNC(=O)c2sc3nc4n(c(=O)c3c2C)CCC4)cc1 | -39 | -5

Next entries follow.
SMILES	CF NFkB inh	TRAIL sens C8	Shn3 3UTR inh	KKLEB cytotox	EBV LMP1 NFkB	TRPM1 prom inh	NR2E3 ag-1	iPSC survival up	Peg3 promoter	HIF-2a block	NR2E3 ag-2
COc1ccc2cc(CN(CC3CCCO3)S(=O)(=O)c3ccc(C(C)=O)cc3)c(=O)[nH]c2c1 (centres undefined)	-1	3	-14	8	5	0	2	-0.1	-34	-154	-29
O=C(CSc1nc2c(c(=O)n1-c1ccc(Br)cc1)SCC2)NCC1CCCO1 (centres undefined)	-9	-4	14	6	6	14	-2	0.3	2	6	15
Cc1ccc(NC(=O)C2CCN(S(=O)(=O)c3cccc4cccnc34)CC2)nc1	1	8	13	-1	1	2	0	-0.7	-1	5	-4
CCC1(C)Cc2ccccc2-c2c1c(=O)n(-c1ccc(C)cc1)c1nnnn21 (centres undefined)	34	9	15	-18	8	3	2	4.7	34	13	-14
O=C(CNS(=O)(=O)c1cccs1)N1CCCC1	-8	-1	-3	-3	0	2	2	3.5	1	-1	-17
CCOC(=O)CNC(=O)CSc1nnc(NC(=O)c2ccccc2Cl)s1	-30	44	-24	7	2	-25	1	-0.2	-53	-71	8
COc1ccccc1CNc1nc2nc(C)c(C)c(=O)n2[nH]1	-9	-10	22	1	6	11	-2	8.9	6	4	-20
COc1cc(C(O)c2nc(-c3cccc4cccnc34)cs2)ccc1F (centres undefined)	-7	-15	-4	-6	.	.	.	-3.0	-39	-64	-30
COc1cccc(C(N)=O)c1OC(=O)Cc1ccccc1F	8	-6	15	1	2	8	-5	0.3	-39	-50	-11
CN(CC(=O)O)c1ccc(C(F)(F)F)cc1[N+](=O)[O-]	22	-1	-8	6	3	8	.	3.9	13	6	0
Cc1ccn(CC(=O)NC2CCCN(Cc3ccc(CC(C)C)cc3)C2)n1 (centres undefined)	24	11	25	-20	2	16	3	-0.6	-2	4	-22
CCCCNC(=S)N(CCN(C)C)Cc1cc2cc3c(cc2[nH]c1=O)OCCO3	2	-14	-3	-3	7	9	-1	-0.5	5	13	-24
CN1/C(=C\C=Nc2cc(S(=O)(=O)N3CCOCC3)ccc2N2CCOCC2)C(C)(C)c2ccccc21	-10	12	14	-1	14	-2	1	-1.7	11	12	-18
CCCCc1c(C)c2cc(C)ccc2[nH]c1=O	1	1	4	7	-4	-2	2	-0.1	-69	-56	7
Cc1ccc(CNc2oc(-c3ccco3)nc2S(=O)(=O)c2ccccc2)cc1	4	-14	-6	5	-9	2	2	-0.4	2	-23	-13
Cc1cc(C)c2cc(C#N)c(N3CCCN(C(=S)NCCCN(C)C)CC3)nc2c1	4	17	12	4	-21	88*	1	-0.1	104*	10	18
COc1ccc(OCc2nc3c4c(ncn3n2)-c2ccccc2CC42CCCC2)cc1	15	-4	0	-5	2	2	-1	3.3	27	12	-23
CC(=O)OC1CC2(C)C(CCC2(O)C(C)=O)C2CCC3C(Cl)C(=O)CCC3(C)C12 (centres undefined)	-7	-11	21	0	-5	17	.	1.0	25	8	13
c1ccc(-c2ccc(-c3nc(-c4ccccn4)no3)cc2)cc1	-36	90*	83*	-78*	83*	.	2	-5.6	97*	83*	31
O=C(CN1C(=O)C(=O)N(Cc2ccco2)C1=O)Nc1ccc(F)c(F)c1F	-17	-15	-16	7	0	13	.	6.0	10	1	1
Cc1ccc(NC(=O)C2CCCNC2=O)nc1 (centres undefined)	3	-13	12	4	-4	3	3	-3.3	-7	-5	-37
COc1cc(C(=O)OC(C)CN2CCOCC2)cc(OC)c1OC (centres undefined)	-15&1	-5&-8	8&0	10&9	4&8	5&6	4&2	-1.4&-0.5	9&2	12&8	-12&-23
COc1ccc(CNC(=O)C[C@H]2C(=O)N(c3ccccc3)C[C@@H]2Cc2ccccc2)cc1	-24	-2	-5	12	1	10	2	-3.0	8	3	-21
Cc1cnc(C(=O)OCc2nc3ccccc3o2)cn1	0	-1	-2	10	4	.	.	0.1	-16	-5	4
Cc1ccc(C(=O)CCS(=O)(=O)c2ccc(Br)cc2)cc1	10	-6	-3	6	-2	-7	-2	0.0	22	12	-8

Going on with the list.
SMILES	CF NFkB inh	TRAIL sens C8	Shn3 3UTR inh	KKLEB cytotox	EBV LMP1 NFkB	TRPM1 prom inh	NR2E3 ag-1	iPSC survival up	Peg3 promoter	HIF-2a block	NR2E3 ag-2
OC(COc1ccc(Cl)cc1)CN1CCCCC1 (centres undefined)	0	-12	5	6	1	4	2	1.7	-1	-16	-5
COc1ccc(C(=O)Nc2ccc(S(=O)(=O)N3CCCC3)cc2)cc1	-2	2	7	2	8	7	2	-3.8	1	-41	-20
Cc1ccc(-c2ccc(CCC(=O)O)n2C(C)C)cc1	-13	-4	3	-4	-4	-1	1	-0.9	0	1	1
CCN(CC)c1ccc(C(=O)N/N=C/c2ccc(OC)cc2OC)cc1	-2	-2	-4	-4	-2	7	1	1.3	17	2	-22
O=C(c1ccc(F)cc1)C1CCN(C(=O)c2ccccc2F)CC1	8	5	6	-18	13	2	4	0.5	13	12	3
COc1cc2c(=O)n(CCCC(=O)NCC3CCCO3)c(=O)n(CC(=O)c3ccc(F)cc3)c2cc1OC (centres undefined)	26	25	.	0	-2	-4	-3	-0.7	15	28	-31
COC(=O)Nc1ccc2c(c1)Nc1ccccc1CC2	13	-10	-6	-6	-11	-12	-3	0.3	-62	-112	-10
c1ccc(COc2cccc(-c3cc4nc(NCCN5CCOCC5)ccn4n3)c2)cc1	-4	19	0	-14	.	.	.	1.5	0	-75	14
O=C(Nc1ccc(Cl)cc1)Nc1ccccc1Sc1ncc([N+](=O)[O-])s1	21	-5	-23	9	-31	53	3	-0.6	-70	-182	-64
O=C(NCCCO)NC12CC3CC(CC(C3)C1)C2	7	-16	-6	-3	-1	-4	-2	-0.7	-8	-9	-9
O=C(CSc1ccc(-c2ccc(F)cc2)nn1)Nc1ccc2c(c1)OCCO2	7	7	3	9	-7	37	-5	-0.8	-63	-23	-12
CCn1ccc2cc(OC)ccc2c1=S	-31	-4	6	8	3	-1	3	0.6	-16	-19	-21
C=CCn1c(C)cc(C(=O)COC(=O)/C=C/c2ccc(OC)cc2)c1C	3	-3	7	3	2	-11	8	-0.4	10	-19	-6
O=C(NC1CCCCC1)c1cccc2c1C(=O)c1ccc(-c3ccc(OC(F)(F)F)cc3)cc1S2(=O)=O	17	25	35	-19	-3	27	.	-1.9	19	6	15
Cc1cc(SCC(=O)NC(=O)c2cccn2C)nc2ccccc12	-11	9	16	-5	6	-2	1	0.8	-6	3	-1
